From PubChem
GALK inh: blocks human galactokinase activity; P51570; Purified GALK, Kinase-Glo residual ATP luminescence; Potency, µM (series often up to 57.5 µM), for the others: at the highest dose activity change, negative = inhibition, usual class: inhibitors; 270,000 compounds, 0.007% hits; AID 1868; also: potency is read from the fitted curve at half-maximal effect; % is scaled to controls: 0 for no effect and ±100 for the full control effect
Target sequence (P51570 whole entry, looked up): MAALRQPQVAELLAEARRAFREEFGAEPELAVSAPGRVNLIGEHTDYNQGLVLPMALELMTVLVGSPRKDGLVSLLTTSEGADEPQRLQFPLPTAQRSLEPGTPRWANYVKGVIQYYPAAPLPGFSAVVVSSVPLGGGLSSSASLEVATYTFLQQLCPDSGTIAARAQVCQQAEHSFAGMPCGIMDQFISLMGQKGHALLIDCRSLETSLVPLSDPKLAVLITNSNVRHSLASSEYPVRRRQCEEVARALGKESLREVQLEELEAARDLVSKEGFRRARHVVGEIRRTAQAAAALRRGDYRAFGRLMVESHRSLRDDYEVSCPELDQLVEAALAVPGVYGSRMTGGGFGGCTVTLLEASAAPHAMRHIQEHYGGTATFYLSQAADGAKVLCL
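Luminescence from leftover ATP (Ultra-Glo luciferase/luciferin) served as read-out after a 1 h room-temperature reaction of 5 nM GALK with 35 uM ATP and 100 uM galactose.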
BCR signal inh: chronic active BCR signaling inhibition. AID 493014. Potency, µM (titrated, usually from 46.1 µM), inactives show at the top dose ratio change, negative = lower green/red ratio, hits mostly inhibitors. 340,000 compounds, 0.05% hits. ABC-DLBCL IkBa-CBG/CBR reporter, luminescence ratio, 4 h; active = well fitted inhibition curve with a large enough effect in the signal ratio, with a control signal flat, not every such curve was filed as active; inconclusive = small, poorly fitted or top-dose-only effect, or effect the other way, or a change in a side signal; the % refers to the signal ratio;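 also: potency is read from the fitted curve at half-maximal effect; plate controls were basal doxycycline-induced cells for no effect and cells given 10 µM MG132 for full effect; MG132 reads +100%, hits lower the ratio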
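Cell line TMD8 (human ABC DLBCL), stably expressing tet-inducible CBG68-IkBa fusion and CBR; IMDM/0.5% FBS; cpd up to 46 uM; dox induction, 4 h, 37C/5% CO2; dual luminescence; green/red ratio; MG132 control.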
Giardia kill: Giardia lamblia killing; 340,000 compounds, 0.15% hits; activity change, % at 7.66 µM, hits read low; Giardia lamblia trophozoite viability; in the data active = activity change below about -80%; inconclusive = between about -30% and that limit;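 also: parasites exposed to compound for two days anaerobically before the ATP read; % is scaled to controls: 0 for no effect and ±100 for the full control effect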
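Media and compound were dispensed first, then trophozoites at 100 cells/well; plates sat 48 hrs at 37 deg C without oxygen before ATP luminescence reagent was added and read after 15-30 min at room temperature.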
FBPA coupling cs: coupling enzyme interference in Giardia aldolase counter-screen; coupling enzyme system counterscreen, AmpLite Red fluorescence; activity change, negative = inhibition, % at 58.2 µM, hits read low; 290,000 compounds, 0.67% hits; AID 2472; in the data active = activity change below about -30%; also: % is scaled to controls: 0 for no effect and ±100 for the full control effect
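Counterscreen lacking aldolase: glyceraldehyde-3-phosphate coupling-enzyme reagent preincubated 10 min at RT with compound (at 57.5 uM final), then substrate/coupling system with AmpLite Red added; fluorescence read at 525/598 nm after 20 min RT.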
AT treatment: potential ataxia-telangiectasia treatments restoring KAP-1 phosphorylation. 320,000 compounds, 0.19% hits. Potency, µM (titrated, usually from 57.5 µM), for inactives: top-dose activation, usual class: activators. AID 485349. […] A-T fibroblasts, KAP-1 phosphorylation AlphaLISA; neocarzinostatin DNA damage 30 min before lysis; also: potency is read from the fitted curve at half-maximal effect; % of control where 0% means no effect; nearly all actives have a fitted effect of over 45% in size
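hTERT-immortalized A-T patient fibroblasts ([…]), 500 cells/well in OPTI-MEM, 1% FBS, got compounds for 60 min, then NCS for 30 min at 37C. Lysates were then assayed for phospho-KAP-1 by AlphaLISA (anti-pKAP1 donor, anti-KAP1 acceptor beads), 6 hr at 25C.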
KCNH2 WT inh: inhibitors of human wildtype KCNH2 potassium channel; U2OS, BacMam KCNH2, thallium flux FluxOr; stronger effect = lower value; activity change, % at 1.84 µM; 340,000 compounds, 0.37% hits; AID 720551;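 active = maximum activity change below -70%; inconclusive = maximum activity change between -70% and -50%; inactive = maximum activity change above -50%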; also: % is scaled to controls: 0 for no effect and ±100 for the full control effect
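U2OS cells transduced with wild-type KCNH2 virus are loaded with FluxOr dye for 45 min, and thallium flux is measured in kinetic reads before and after stimulation buffer. Rate constants are normalized to DMSO controls.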
TSHR antag: antagonists of human thyroid stimulating hormone receptor | P16473 | TSHR-expressing cells, TSH-stimulated cAMP HTRF, 2 h; stronger effect = lower value | activity change, negative = inhibition, % at 11.5 µM | 330,000 compounds, 0.2% hits | AID 504810;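 active = activity change below a set negative limit, meaning inhibition stronger than a set level, cut at about -70% in these data; inconclusive = activity change between two set negative limits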; also: % is scaled to controls: 0 for no effect and ±100 for the full control effect
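Inhibition of cAMP made by TSHR-expressing cells under TSH stimulation (4nM final, EC80; 2 h, 37 deg C) is quantified with a one-step lysis HTRF kit, anti-cAMP cryptate versus cAMP-d2.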
Tb PFK inh: inhibitors of T. brucei phosphofructokinase. 330,000 compounds, 0.17% hits. AID 485367. T. brucei PFK, ADP-Glo luminescence. Potency, µM (titrated, usually from 57.5 µM), inactives show at the top dose activity, negative = inhibition, most hits filed as inhibitors. O15648;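 also: potency is read from the fitted curve at half-maximal effect; 0% = uninhibited 1x PFK enzyme wells and -100% = no-enzyme wells; nearly all actives have a fitted effect of over 60% in size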
Target sequence (O15648 whole entry, looked up): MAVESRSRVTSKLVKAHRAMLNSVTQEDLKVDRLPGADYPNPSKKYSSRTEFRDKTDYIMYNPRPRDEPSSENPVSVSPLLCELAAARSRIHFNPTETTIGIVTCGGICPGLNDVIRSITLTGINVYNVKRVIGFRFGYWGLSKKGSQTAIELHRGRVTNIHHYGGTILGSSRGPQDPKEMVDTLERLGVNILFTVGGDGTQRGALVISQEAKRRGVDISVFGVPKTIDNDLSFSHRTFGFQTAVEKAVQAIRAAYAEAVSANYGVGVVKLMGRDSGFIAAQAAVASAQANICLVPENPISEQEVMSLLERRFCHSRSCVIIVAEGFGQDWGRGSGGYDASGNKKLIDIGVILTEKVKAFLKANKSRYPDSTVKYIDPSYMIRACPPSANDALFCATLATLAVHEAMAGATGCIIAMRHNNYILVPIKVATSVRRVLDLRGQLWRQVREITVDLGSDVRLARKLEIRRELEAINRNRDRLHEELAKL
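Compounds were pin-transferred as a titration series up to 57 uM into substrate buffer (0.5 mM F6P, 0.1 mM ATP, pH 8.0), then 1.25 nM PFK was added and reactions ran 45 min before ADP-Glo detection.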
CXXC DNA block: MLL CXXC-DNA interaction inhibition | MLL-CXXC / FITC-HOXA9 DNA fluorescence polarization | AID 2662 | Potency, µM (doses to about 115 µM), without a hit: at the highest dose activity change, negative = inhibition, usual class: inhibitors | 290,000 compounds, 0.037% hits; active = well fitted inhibition curve with a large enough effect in the polarisation, with a control signal flat, not every such curve was filed as active; inconclusive = small, poorly fitted or top-dose-only effect, or effect the other way, or a change in a side signal; inactive = no such curve, though single readings can be large or run the other way; the % refers to the polarisation; also: potency is read from the fitted curve at half-maximal effect
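Fluorescence polarization: 7 uM MLL-CXXC (stock) preincubated 5 min with compounds, then 50 nM fluorescein-HOX-A9 DNA (stock) added; 30 min ambient. Buffer 50 mM Tris-HCl pH 7.5, 50 mM NaCl, 1 mM DTT, 0.05% BSA.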
TCR act: T cell receptor activation | primary human leukocytes, anti-CD3, IL-2 HTRF, 48 h | Potency, µM (titrated, usually from 9.22 µM), without a hit: at the top dose activation of IL-2 secretion, hits mostly activators | 330,000 tested, under 10 active | AID 504894; also: % of control where 0% means no effect
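Primary human leukocytes incubated 48 hr with anti-CD3 beads plus compound, without co-stimulation. Secreted IL-2 measured by HTRF (europium cryptate/d2 anti-IL-2 pair, 320 nm excitation, 665 nm emission).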
* hit, by the source's call; [ ] = remark or other dose. Unless noted, calls follow the shape of the dose curve; as a rule, active = well fitted curve in the direction sought with a large enough effect; inconclusive = small, poorly fitted or top-dose-only effect, or another doubt; inactive = no such curve, though single readings can be large; an effect the other way counts as inactive or inconclusive. No enrichment for hits (roughly 1.6% active in at least one column).

Results for O=C(NC1CCCc2ccccc21)c1ccc([N+](=O)[O-])cc1 (stereo not given) ?
GALK inh: -6%; BCR signal inh: inconclusive; Giardia kill: 27; FBPA coupling cs: -2; AT treatment: 1%; KCNH2 WT inh: 9; TSHR antag: 4; Tb PFK inh: 0%; CXXC DNA block: 28%; TCR act: -1%

Results for CCOc1ccc(C(=O)OCCN(C)C)cc1 ?
GALK inh: 5%; BCR signal inh: inconclusive; Giardia kill: -12; FBPA coupling cs: 4; KCNH2 WT inh: 8; TSHR antag: 0; Tb PFK inh: 1%; CXXC DNA block: 17%; TCR act: 0%

What do the screens show for `C=CCNC(=O)c1ccc([N+](=O)[O-])c(Cl)c1`?
GALK inh: 2%; BCR signal inh: 1%; Giardia kill: -17; FBPA coupling cs: 0; AT treatment: -8%; KCNH2 WT inh: -10; TSHR antag: 6; Tb PFK inh: -5%; CXXC DNA block: -9%; TCR act: -2%

How did O=C1N/C(=N\c2ccccn2)SC1Cc1ccccc1Cl (stereo not given) do in these assays?
BCR signal inh: 7%; Giardia kill: -6; FBPA coupling cs: 3; AT treatment: 2%; KCNH2 WT inh: -5; TSHR antag: -11; Tb PFK inh: 0%; CXXC DNA block: 27%; TCR act: 4%

How did CCOC(=O)N1CCN(C(=O)COCc2cc(-c3ccc4c(c3)OCO4)on2)CC1 do in these assays?
GALK inh: 1%; BCR signal inh: -3%; Giardia kill: -4; FBPA coupling cs: 2; AT treatment: 0%; KCNH2 WT inh: 12; TSHR antag: 7; Tb PFK inh: 1%; CXXC DNA block: 7%; TCR act: -2%

How did C/C=C/C(=O)OCC(=O)Nc1ccccc1Br do in these assays?
GALK inh: 0%; BCR signal inh: -2%; Giardia kill: 5; FBPA coupling cs: 1; AT treatment: -1%; KCNH2 WT inh: -9; TSHR antag: -3; Tb PFK inh: -2%; CXXC DNA block: 14%; TCR act: -1%

How did Cc1cccc(NC(=O)C2CCCN(c3ncnc4c3nc3n4CCCCC3)C2)n1 (stereo not given) do in these assays?
BCR signal inh: -6%; Giardia kill: 10; FBPA coupling cs: -2; AT treatment: -1%; KCNH2 WT inh: -5; TSHR antag: -16; Tb PFK inh: -3%; TCR act: 13%

Results for CCOC(=O)C1=C(C)N[C@@]2(O)c3ccccc3C(=O)[C@@]12O ?
GALK inh: -4%; BCR signal inh: 15%; Giardia kill: -6; FBPA coupling cs: -13; AT treatment: 2%; KCNH2 WT inh: 8; TSHR antag: 39; Tb PFK inh: 0%; CXXC DNA block: 6%; TCR act: 2%

What do the screens show for `Cc1ccc2occ(/C=N/NC(=O)c3ccccc3C)c(=O)c2c1`?
GALK inh: -2%; BCR signal inh: inconclusive; Giardia kill: 6; FBPA coupling cs: 8; AT treatment: -2%; KCNH2 WT inh: 6; TSHR antag: 1; Tb PFK inh: -12%; CXXC DNA block: inconclusive; TCR act: 5%

How did COc1cc2c(cc1OC)C(Nc1ccccc1)=NC(C)(C)C2 do in these assays?
GALK inh: -1%; BCR signal inh: -1%; Giardia kill: 7; FBPA coupling cs: 6; AT treatment: 3%; KCNH2 WT inh: 10; TSHR antag: 11; Tb PFK inh: 4%; CXXC DNA block: -5%; TCR act: 5%[46.1 µM]

How did CC(C)(C)OC(=O)C[C@@H]1C/C=C\C[C@@H](CC(=O)N[C@@H](CO)Cc2ccccc2)C(=O)NC[C@@H](c2ccccc2)OC1=O do in these assays?
BCR signal inh: 1%; Giardia kill: 2; AT treatment: -8%; KCNH2 WT inh: 2; TSHR antag: -17; Tb PFK inh: -2%; TCR act: -3%

What do the screens show for `CN(C(=O)COC(=O)c1cc(S(=O)(=O)N2CCOCC2)c(Cl)cc1Cl)C1CCS(=O)(=O)C1` (stereo not given)?
GALK inh: 1%; BCR signal inh: 10%; Giardia kill: -17; FBPA coupling cs: -1; AT treatment: 3%; KCNH2 WT inh: -28; TSHR antag: -17; Tb PFK inh: -5%; CXXC DNA block: -2%; TCR act: 5%

What do the screens show for `CCCCCCSc1cccc(-c2nc3ccccn3c2NCc2ccccc2)c1`?
BCR signal inh: 1%; Giardia kill: -12; AT treatment: 15%; KCNH2 WT inh: -2; TSHR antag: -26; Tb PFK inh: 0%; TCR act: 1%

How did Cc1cc(C)c2nc3nc(C)cc(C)c3c(N)c2c1 do in these assays?
GALK inh: 0%; BCR signal inh: inconclusive; Giardia kill: 16; FBPA coupling cs: -1; AT treatment: -1%; KCNH2 WT inh: 5; TSHR antag: 5; Tb PFK inh: -1%; CXXC DNA block: inconclusive; TCR act: 3%[46.1 µM]

What do the screens show for `Cc1ccc(-c2n[nH]c3c2C(c2ccccc2)N(c2ccc(C(=O)O)cc2)C3=O)cc1` (stereo not given)?
GALK inh: -6%; BCR signal inh: inconclusive; Giardia kill: -8; FBPA coupling cs: -5; AT treatment: 2%; KCNH2 WT inh: 2; TSHR antag: -21; Tb PFK inh: 3%; CXXC DNA block: -15%; TCR act: -1%

What do the screens show for `COC(=O)c1ccc(COC(=O)[C@@H]2CC(O)CN2S(=O)(=O)c2ccccc2[N+](=O)[O-])cc1` (stereo not given in full)?
BCR signal inh: 8%; Giardia kill: 5; AT treatment: -2%; KCNH2 WT inh: 1; TSHR antag: -2; Tb PFK inh: -5%; TCR act: 2%

Results for O=C(N/N=C/c1cn(Cc2cccc(F)c2)c2ccccc12)c1cc(O)cc(O)c1 ?
GALK inh: -2%; BCR signal inh: inconclusive; Giardia kill: 10; FBPA coupling cs: -1; AT treatment: 8%; KCNH2 WT inh: 30; TSHR antag: 51; Tb PFK inh: inconclusive; CXXC DNA block: -30%; TCR act: 3%

How did [N-]=[N+]=CC(=O)c1ccnc(C(=O)C=[N+]=[N-])c1 do in these assays?
GALK inh: -2%; BCR signal inh: -1%; Giardia kill: inconclusive; FBPA coupling cs: -2; AT treatment: -1%; KCNH2 WT inh: -4; TSHR antag: -4; Tb PFK inh: -1%; CXXC DNA block: 1%; TCR act: -5%

What do the screens show for `CCc1nnc(NC(=O)c2cc(S(=O)(=O)N3CCCCC3)ccc2C)s1`?
BCR signal inh: 0%; Giardia kill: 5; AT treatment: -4%; KCNH2 WT inh: 1; TSHR antag: -7; Tb PFK inh: -4%; TCR act: 9%

How did CC(C)CCNC(=O)COc1ccc2c3c(c(=O)oc2c1)CCC3 do in these assays?
GALK inh: 3%; BCR signal inh: 0%; Giardia kill: -2; FBPA coupling cs: -3; AT treatment: 17%; KCNH2 WT inh: -16; TSHR antag: 24; Tb PFK inh: 2%; CXXC DNA block: -2%; TCR act: -9%

Results for CC(=O)CC1(O)C(=O)Nc2ccccc21 (stereo not given) ?
GALK inh: -2%; BCR signal inh: -9%; Giardia kill: -7; FBPA coupling cs: 0; AT treatment: -3%; TSHR antag: 15; Tb PFK inh: 0%; CXXC DNA block: 2%; TCR act: 0%

How did COc1ccc(C)cc1NC(=O)CN(c1ccc(F)cc1)S(C)(=O)=O do in these assays?
GALK inh: 1%; BCR signal inh: 6%; Giardia kill: 11; FBPA coupling cs: -1; AT treatment: 1%; KCNH2 WT inh: 2; TSHR antag: 5; Tb PFK inh: 0%; CXXC DNA block: -2%; TCR act: -4%

How did COC(=O)C(Cc1c[nH]c2ccccc12)NC(=O)C1CC1 (stereo not given) do in these assays?
GALK inh: 6%; BCR signal inh: inconclusive; Giardia kill: -18; FBPA coupling cs: -3; AT treatment: 9%; KCNH2 WT inh: 11; TSHR antag: 2; Tb PFK inh: -14%; CXXC DNA block: 5%; TCR act: 10%

What do the screens show for `Cc1ccc(O)c(C(=O)c2cnc(/N=C(\N)N(C)C)nc2)c1`?
GALK inh: 1%; BCR signal inh: 3%; Giardia kill: -12; FBPA coupling cs: 2; AT treatment: 5%; KCNH2 WT inh: -1; TSHR antag: 5; Tb PFK inh: 1%; CXXC DNA block: 12%; TCR act: -81%

Results for CCNS(=O)(=O)c1ccc(CCC(=O)N2CCN(Cc3ccccc3)CC2)cc1 ?
GALK inh: -5%; BCR signal inh: -2%; Giardia kill: -1; FBPA coupling cs: 3; AT treatment: 1%; KCNH2 WT inh: 11; TSHR antag: 34; Tb PFK inh: 5%; CXXC DNA block: 16%; TCR act: -6%

Results for OC(COc1ccccc1)CN1CCCC1 (stereo not given) ?
GALK inh: 8%; BCR signal inh: 2%; Giardia kill: 26; FBPA coupling cs: 3; AT treatment: -1%; KCNH2 WT inh: 3; TSHR antag: 4; Tb PFK inh: 0%; CXXC DNA block: 3%; TCR act: -5%
